High-throughput results from PubChem BioAssay.
Dynein transport = blocks dynein driven cargo transport along microtubules; 3617.4 mouse cells, GR-EGFP nuclear translocation imaging; test concentration mostly 20 µM; stimulated with dexamethasone, 1 µM; stronger effect = lower value; z-score, hits read low; 220,000 compounds, 0.47% hits;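 active means plate z-score of nuclear minus cytoplasmic receptor signal below a set negative limit, without overly bright fluorescence or cell loss, cut at about -3.5 in these data, passing the limit was not always enough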;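 further: z-score of nuclear minus cytoplasmic ring GR-EGFP intensity difference per well; some compounds called inactive have numbers as strong as hits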
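Also added: dexamethasone, 1.0 µM final. Medium: tet-free, stripped-serum medium. Detection: fixed, Hoechst-stained cells imaged at 10x for EGFP. Read-out: nuclear-to-cytoplasmic GR-EGFP distribution per well. Times: induction 48 h, compound 1 h, agonist 30 min.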
HIV fusion peptide = inhibitors of HIV fusion peptide binding, primary screen, biochemical, uHTS, fluorescence dequenching (AID 1986); inhibition, % at 20 µM, or IC50 in µM where a hit was titrated; cell-free peptide binding, fluorescence dequenching, 30 min; higher % means a stronger effect; 290,000 compounds, 0.3% hits; in the data active means inhibition mostly above about 52%, no sharp cut-off; inactive means mostly below about 76%; further: some results filed as inactive read as strong as hits
Autophagy HCS = alters autophagy in cells; MEF GFP-LC3 puncta imaging; test concentration mostly 10 µM; calls only at 10 µM (by protocol); 190,000 compounds, 0.98% hits; AID 463193;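 active means percentage of spot-positive cells more than 3 SD above its plate mean, without a fluorescence outlier flag or 80% toxicity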;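 further: spot-positive cell cutoff set from DMSO-treated cells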
AID2073 = disruptors of CaV2.2 binding to Mint1 – biochemical, HTRF (AID 2073) | HTRF protein-protein interaction, Mint1-CaV2.2; higher % means a stronger effect | inhibition, % at 20 µM, or IC50 in µM where a hit was titrated | 290,000 compounds, 0.19% hits; in the data active means inhibition mostly above about 51%, no sharp cut-off; further: some results filed as inactive read as strong as hits
WT yeast gro inh = growth inhibition of WT yeast, mitochondrial fusion screen | AID 1362 | inhibition, % at 10 µM | 190,000 compounds, 2.1% hits | mitochondrial fusion phenotypic screen, WT strain; in the data active means inhibition above about 58%; tested in S. cerevisiae
b-catenin transl = modulators of beta-catenin nuclear translocation; HeLa beta-catenin nuclear translocation, immunofluorescence imaging; 190,000 compounds, 0.3% hits; nuclear translocation activity, % at 5 µM; AID 1665;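 active means nuclear translocation activity above 50% at 5 µM, with a well cell count of 50 or more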;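 further: per-cell ratio of nuclear to cytoplasmic median beta-catenin stain intensity; plate controls were DMSO negative control for no effect and GSK-3 inhibitor IX positive control for full effect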
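Test system: human HeLa cells, native beta-catenin. Compound dosing: 5 µM primary single dose, 0.1% DMSO, 0.02–20 µM confirmation series. Incubation: compound exposure 24 h at 37°C. Detection: beta-catenin immunostaining with DAPI counterstain, 20x imaging, 6 fields/well. Read-out basis: Nuclear/cytoplasmic beta-catenin signal ratio, % activation.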
Insulin prom up = MIN6 insulin promoter up-regulation | MIN6 insulin promoter-GFP reporter, high-content imaging; stronger effect = higher value | 190,000 compounds, 0.3% hits | z-score at 5 µM;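 active means z-score above 3 at 5 µM with at least 500 cells counted in the well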
Yfh1-depleted yeast = enhancers of respiration in Yfh1-depleted yeast, dose response, Friedreich's ataxia, plus single-dose screen (AID 1465) | 220,000 compounds, 0.074% hits | fold induction at 50 µM; hits with a dose series show EC50 in µM | S. cerevisiae Yfh1-off respiration, WST-1 reduction, 72 h; higher fold induction means a stronger effect;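 active means fold induction of absorbance versus untreated yeast above a set limit, then at least 30% activation at any dose in follow-up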;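 further: activators that raise dye reduction in frataxin-depleted yeast; strong numbers were not always called active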
MT stabilizer = microtubule stabilizers in HeLa cells | HeLa tubulin immunostaining HCS, 24 h; share of cells brighter than vehicle mean+2SD | % tubulin-high responders, % at 10 µM | 200,000 compounds, 0.83% hits;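 active means plate Z-score above 3 for both tubulin-high and condensed-nucleus cell shares, with cell loss under 80%, at 10 µM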;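 further: anti alpha tubulin signal scored within the nucleus-defined area of each cell; some results filed as inactive read as strong as hits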
WT yeast gro inh mutant strain = further read-out of WT yeast gro inh, marked with its call; inhibition, %; mitochondrial fusion phenotypic screen, mutant strain inhibition
Dynein transport cytoplasmic EGFP = second read-out of Dynein transport, no call of its own (marks repeat the call); z-score; measured here: cytoplasmic GR-EGFP intensity; stronger effect = higher value
Dynein transport nuclear GR-EGFP = further read-out of Dynein transport, marked with its call; z-score; measured here: nuclear GR-EGFP intensity;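 lower value marks the stronger effect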
Dynein transport cell count = also measured in Dynein transport; calls as there; z-score; measured here: cell count per field
Insulin prom up cell count = also measured in Insulin prom up; calls as there; cell count; measured here: cytotoxicity, nuclei count;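 total cells summed across four imaged fields per well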
b-catenin transl cell count 5 µM = further read-out of b-catenin transl, marked with its call; cell count; measured here: cell count, cytotoxicity flag
MT stabilizer Hoechst-high % = also measured in MT stabilizer; calls as there; % Hoechst-high responders; measured here: nuclear condensation Hoechst responders;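 share of cells brighter than vehicle mean plus two SD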
MT stabilizer cytotoxicity % = second read-out of MT stabilizer, no call of its own (marks repeat the call); toxicity, %; measured here: cytotoxicity by cell density;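 0% = mean cell density of plate MIN control wells and 100% = no cells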
Autophagy HCS cell loss 18 h = second read-out of Autophagy HCS, no call of its own (marks repeat the call); toxicity, %; measured here: cell loss, nuclei count;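 cell loss after 18 h compound exposure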
Active calls of the source: *; i = inactive; . = not tested or not shown.

Compound | b-catenin transl cell count 5 µM | WT yeast gro inh mutant strain | MT stabilizer Hoechst-high % | MT stabilizer | Dynein transport | Autophagy HCS | Insulin prom up | Insulin prom up cell count | Autophagy HCS cell loss 18 h | AID2073 | Yfh1-depleted yeast | Dynein transport cytoplasmic EGFP | MT stabilizer cytotoxicity % | WT yeast gro inh | b-catenin transl | Dynein transport cell count | HIV fusion peptide | Dynein transport nuclear GR-EGFP
COCCCn1c(SCC(=O)N2CCc3ccccc32)nnc1-c1ccco1 | 1112 | -2 | 1.2 | 1.8 | -0.61 | i | 0.23 | 1169 | -5 | 3% | i | 0.66 | 1.9 | -12 | -0.5 | 0.54 | -2.2% | -0.38
CCOC(=O)c1cn[nH]c1NC(=S)Nc1ccc(OC)cc1 | 1290 | . | . | . | 1.1 | . | 2 | 1135 | . | -38% | i | -0.24 | . | . | -1.6 | -0.14 | -2.2% | 0.36
CCn1c(CNc2ccc(F)cc2)nnc1SCCN1CCCCC1 | 999 | -11 | 3.1 | 4.7 | 0.45 | i | -0.36 | 1197 | 3 | -3% | i | -0.28 | 7.3 | -7 | -2.5 | -0.0049 | -10% | 0.23
CCOC(=O)CNC(=O)CSc1cc(C)nc2ccc(OC)cc12 | 1027 | -18 | 1.8 | 3.2 | 0.87 | i | -1.3 | 1656 | 13 | 2% | i | -0.087 | 4.0 | -11 | -2.8 | -1.5 | 0.5% | 0.69
CCOc1nc(Nc2ccc(F)cc2)nc(N2CCN(c3ccc(OC)cc3)CC2)n1 | . | 17 | 1.2 | 0.9 | -0.69 | i | -1.3 | 778 | 35 | 4% | i | -0.16 | 5.2 | 19 | . | 0.6 | 2.5% | -0.23
Cc1ccc(NC(=O)c2cc(-c3cccs3)on2)cc1 | 1194 | -3 | 1.7 | 3.7 | -0.3 | i | . | . | 2 | 14% | i | -0.41 | 2.1 | 4 | -0.3 | 0.65 | -1.2% | -0.14
CCn1nnnc1SCC(=O)NCc1cccs1 | 1116 | 2 | 3.0 | 6.0 | -0.81 | i | 2.8 | 1945 | -1 | 1% | i | -0.31 | 8.3 | 0 | -1.3 | 0.54 | 0.2% | -0.19
O=C(C1=C[C@@H](C2CCCCC2)C[C@@H](OCc2ccc(CO)cc2)O1)N1CCN(Cc2ccc3c(c2)OCO3)CC1 | 1121 | 27* | 1.2 | 6.6 | 0.76 | i | 0.15 | 1300 | 14 | 8% | i | -0.17 | 6.4 | 76* | 1.6 | -1.4 | 0.1% | 0.9
O=C(OC1CCOC1=O)c1cccc(S(=O)(=O)Nc2cccc(Cl)c2)c1 (stereo not drawn) | 1183 | 11 | 1.5 | 2.0 | 0.22 | i | -0.25 | 1302 | -4 | 5% | i | -0.24 | 8.5 | -4 | -1.2 | -0.25 | 11% | 0.42
CCn1c(=O)cc(N2CCN(C(=O)c3ccco3)CC2)[nH]c1=O | 1380 | . | . | . | 0.35 | . | 1.3 | 1023 | . | -2% | i | 0.021 | . | . | -0.8 | 0.27 | -0.9% | 0.17
COc1ccc([N+](=O)[O-])cc1NCc1cccnc1 | 1051 | 9 | 2.6 | 5.3 | 1.7 | i | 0.3 | 1217 | 16 | -15% | i | -0.22 | 7.6 | 9 | 0.5 | -1.1 | -0.7% | 1
CC(C)CCOP(=O)(c1ccc(N(C)C)cc1)C(O)c1ccccc1F (stereo not drawn) | 1430 | 0 | 2.3 | 3.7 | 0.69 | i | -1.4 | 833 | 5 | 5% | i | -0.2 | 6.4 | 0 | 3.1 | -1.3 | -2.4% | 0.91
CCOC(=O)/C(C#N)=C1/C=C(C)NC(c2ccccc2O)=N1 | 1052 | 8 | 6.7 | 8.5 | 0.36 | i | 0.07 | 1840 | 5 | 26% | i | -0.27 | 98 | -12 | -1.2 | 0.99 | 17% | 0.54
COc1ccc(CCN(Cc2nc3ccccc3c(=O)[nH]2)C(=O)C2CC2)cc1 | 1546 | -4 | 1.3 | 1.1 | -0.041 | i | -0.09 | 1409 | 1 | -6% | i | -0.19 | 6.7 | -5 | 0.2 | 0.6 | 0.7% | 0.035
COC(=O)Cc1c(C)c2ccc(OCC(=O)NCc3ccc4c(c3)OCO4)cc2oc1=O | . | 23 | 2.4 | 0.8 | -0.87 | i | 0.64 | 1297 | 1 | -1% | i | -0.22 | 7.0 | 38 | . | 0.28 | -4.2% | -0.52
CCN1CCN(C(c2cccs2)C(C)NC(=O)c2ccccc2OC)CC1 (stereo not drawn) | 1045 | 0 | 1.6 | 3.4 | -0.86 | i | 1.4 | 1622 | -7 | 0% | i | -0.18 | 6.8 | -4 | -1.2 | 0.38 | -2.3% | -0.35
Cc1ccc(NC(=O)c2cccs2)cc1NC(=O)c1cccnc1 | 1055 | 6 | 2.1 | 7.1 | 0.59 | i | -0.28 | 1272 | -4 | 1% | i | -0.32 | 11 | 3 | -1.7 | -0.42 | 0.2% | 0.38
Cc1nn(C(C)(C)C)c(NC(=O)c2ccc(Cl)cc2)c1Br | 1122 | . | . | . | 0.27 | . | -0.18 | 1188 | . | 6% | i | -0.11 | . | . | -1.0 | -0.14 | 1.4% | 0.14
CCOC(=O)c1c(NC(=O)c2ccccc2)sc2c1CCc1ccccc1-2 | 562 | -3 | 1.3 | 2.6 | 0.097 | i | -5.2 | 530 | -44 | -10% | i | -0.27 | 5.5 | 14 | -2.0 | 0.54 | -0.9% | 0.66
COc1ccccc1NC(=O)COc1ccccc1 | . | 8 | 0.9 | 1.7 | 0.21 | i | -0.06 | 819 | -9 | -1% | i | -0.23 | 7.7 | 14 | . | -0.066 | -2.4% | 0.5
COc1ccc(C2C(C#N)=C(N)Oc3c2c(C)nn3-c2ccccc2)cc1Cn1nc(C)c([N+](=O)[O-])c1C (stereo not drawn) | 1410 | 7 | 2.1 | 3.9 | 0.18 | i | -0.43 | 1239 | -6 | 0% | i | 0.25 | 0.9 | 21 | 2.2 | -0.81 | 1.3% | -0.45
Cc1ccc(S(=O)(=O)n2cnc3ccccc32)c(C)c1 | 1113 | -5 | 1.3 | 1.2 | -0.29 | i | 0.96 | 928 | 3 | -3% | i | -0.083 | 8.4 | -7 | -2.7 | 0.2 | -0.9% | -0.098
O=C(O)C1CC=CCC1C(=O)Nc1ccccc1C(=O)N1CCN(c2ccc(F)cc2)CC1 (stereo not drawn) | 594 | -15 | 2.5 | 4.0 | 1.2 | i | 0.17 | 1315 | 1 | 10% | i | -0.06 | 6.1 | -8 | -1.0 | -1.8 | 3.6% | 0.43
CCOc1ccc(/C=N/NC(=S)NC2CC3CC2C2C=CCC32)cc1 (stereo not drawn) | 1051 | . | . | . | 0.57 | . | -0.31 | 1207 | . | 5% | i | -0.19 | . | . | 1.1 | -1.1 | -0.9% | 0.28
Cc1ccc(S(=O)(=O)N2CCCC(C(=O)NNCC(=O)Nc3cc(F)ccc3F)C2)cc1 (stereo not drawn) | 1034 | -3 | 3.1 | 4.4 | -1.5 | i | 0.21 | 1089 | -9 | 0% | i | -0.067 | 8.0 | -7 | -2.2 | -0.59 | -2.3% | 0.083
COc1cccc(-c2nnc(SCC(=O)NCc3ccc4c(c3)OCO4)n2Cc2ccco2)c1 | . | 30 | 3.0 | 2.6 | 0.11 | i | . | . | -3 | -6% | i | -0.11 | 10 | 12 | . | 0.67 | -1.0% | 0.062
Cc1c(C(=O)O)oc2ccc(S(=O)(=O)NCc3ccccc3)cc12 | 895 | -8 | 1.7 | 3.2 | 0.43 | i | 0.31 | 1130 | -2 | -8% | i | -0.25 | 2.1 | -10 | -5.3 | 0.58 | -1.5% | -0.62
CCc1nn2cc(C(=O)c3cc(C)ccc3O)cnc2c1-c1ccc(F)cc1 | 1111 | 13 | 3.2 | 1.6 | -0.095 | i | -0.24 | 1512 | 1 | 9% | i | -0.24 | 8.5 | 9 | -0.8 | 0.29 | 2.9% | -0.059
CC(C)(C)NC(=O)Cn1c(SCC(=O)Nc2nccs2)nc2ccccc21 | 1195 | 9 | 3.0 | 3.8 | -0.47 | i | . | . | -2 | -5% | i | 0.54 | 5.1 | 4 | 0.3 | 1.2 | 0.8% | -0.039
C/C(=N\Nc1nnc2c3ccccc3n(C)c2n1)c1ccc(C)o1 | 527 | -3 | 2.3 | 3.9 | 0.85 | i | -0.51 | 1082 | -3 | -1% | i | -0.26 | 6.5 | 5 | -0.7 | -0.45 | -0.7% | -0.04
CCn1cc(Br)c(C(=O)N2CCN(c3ccccc3)CC2)n1 | 1118 | -6 | 1.8 | 3.6 | -0.39 | i | -1.2 | 1095 | 3 | 11% | i | -0.22 | 4.9 | -8 | -0.5 | -0.11 | -0.3% | 0.19
COc1ccccc1N1CCN(C(=O)CCN2C(=O)c3cccc4cccc(c34)C2=O)CC1 | 908 | -6 | 1.2 | 1.3 | -0.31 | i | 0.4 | 1575 | -2 | 0% | i | -0.21 | 4.7 | -5 | -0.2 | 0.42 | -2.4% | 0.081
Cc1[nH]nc(SCC(=O)N2CCCCC2)c1[N+](=O)[O-] | 1274 | -4 | 2.3 | 1.6 | -0.43 | i | . | . | -1 | -8% | i | -0.41 | 7.6 | 4 | -1.2 | 0.21 | -1.1% | -0.21
CCOC(=O)c1cc2c(n(-c3ccc(Cl)cc3)c1=O)CCCC2=O | 1069 | -13 | 3.8 | 2.5 | 1.3 | i | -0.44 | 1112 | -1 | 3% | i | 2 | 6.2 | -1 | 0.1 | -1.5 | 4.4% | 0.99
